Assay outcomes as filed in PubChem BioAssay.
12-LOX inh = Primary qHTS assay for inhibitors of human arachidonate 12S-lipoxygenase (ALOX12): Round 2. Potency, µM (series often up to 108 µM), without a hit: top-dose activity change, negative = inhibition, actives largely listed as inhibitors. 580,000 compounds, 1.1% hits. Polyunsaturated fatty acid lipoxygenase ALOX12 (Homo sapiens), P18054. AID 1671190, 2021. purified 12hLO, xylenol orange hydroperoxide absorbance; also: % is scaled to controls: 0 for no effect and ±100 for the full control effect
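Purified human 12hLO (150 nM final) in 25 mM Hepes, 0.01% Triton X-100, pH 7.0 was preincubated 15 min at room temperature with compound. Then 40 uM arachidonic acid was added, 30 min. Hydroperoxide was read by Fe-XO absorbance ratio 573/405 nm.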
ERG Ets-DNA blk = qHTS for Small Molecule Inhibitors of the ERG Ets/DNA interaction; fluorescence polarization, His-ERG Ets domain / labelled DNA; Potency, µM (series often up to 76.9 µM), without a hit: top-dose FP activity, negative = inhibition, most hits filed as inhibitors; 370,000 compounds, 0.028% hits; AID 624246, 2012; Transcriptional regulator ERG (Homo sapiens), P11308; active = well fitted inhibition curve with a large enough effect in the polarisation, with a control signal flat; inconclusive = small, poorly fitted or top-dose-only effect, or effect the other way, or a change in a side signal; inactive = no such curve, though single readings can be large or run the other way; the % refers to the polarisation;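 also: polarization taken with two DNA probes labelled with fluorescein and Texas red; % of control where 0% means no effect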
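His-tagged ERG Ets domain (1 uM in the protein solution; 300mM KCl, 50mM Tris-HCl, 1mM EDTA, 1mM DTT, pH 7.5) received compound, then a probe mix of 5 nM fluorescein-DNA and 100nM Texas-615-DNA. Fluorescence polarization was read for both dyes.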
rTrxR1 inhibitor = qHTS Assay for Inhibitors of Mammalian Selenoprotein Thioredoxin Reductase 1 (TrxR1): qHTS | Thioredoxin reductase 1, cytoplasmic (Rattus norvegicus), O89049 | recombinant rTrxR1, NADPH fluorescence consumption, selenite substrate | Potency, µM (doses to about 114 µM), inactives show at the highest dose activity change, negative = inhibition, actives largely listed as inhibitors | 390,000 compounds, 1% hits; also: % is scaled to controls: 0 for no effect and ±100 for the full control effect; nearly all actives have a fitted effect of over 65% in size
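Rat TrxR1 (90 nM in the dispensed reagent) was pre-reduced with 400 uM NADPH for 5 min at room temperature, then incubated with compound for 15 min. After 400 uM selenite was added, NADPH fluorescence (Ex 340/Em 450 nm) was followed for 8 min.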
GLS inhibitor = qHTS for Inhibitors of Glutaminase (GLS) | Glutaminase kidney isoform, mitochondrial (Homo sapiens), O94925 | GLS enzymatic activity, qHTS titration | Potency, µM (titrated, usually from 45.5 µM), for the others: at the top dose activity change, negative = inhibition, most hits filed as inhibitors | 410,000 compounds, 0.21% hits | AID 624170, 2012; also: % is scaled to controls: 0 for no effect and ±100 for the full control effect
Target sequence (O94925 whole entry, looked up, canonical isoform): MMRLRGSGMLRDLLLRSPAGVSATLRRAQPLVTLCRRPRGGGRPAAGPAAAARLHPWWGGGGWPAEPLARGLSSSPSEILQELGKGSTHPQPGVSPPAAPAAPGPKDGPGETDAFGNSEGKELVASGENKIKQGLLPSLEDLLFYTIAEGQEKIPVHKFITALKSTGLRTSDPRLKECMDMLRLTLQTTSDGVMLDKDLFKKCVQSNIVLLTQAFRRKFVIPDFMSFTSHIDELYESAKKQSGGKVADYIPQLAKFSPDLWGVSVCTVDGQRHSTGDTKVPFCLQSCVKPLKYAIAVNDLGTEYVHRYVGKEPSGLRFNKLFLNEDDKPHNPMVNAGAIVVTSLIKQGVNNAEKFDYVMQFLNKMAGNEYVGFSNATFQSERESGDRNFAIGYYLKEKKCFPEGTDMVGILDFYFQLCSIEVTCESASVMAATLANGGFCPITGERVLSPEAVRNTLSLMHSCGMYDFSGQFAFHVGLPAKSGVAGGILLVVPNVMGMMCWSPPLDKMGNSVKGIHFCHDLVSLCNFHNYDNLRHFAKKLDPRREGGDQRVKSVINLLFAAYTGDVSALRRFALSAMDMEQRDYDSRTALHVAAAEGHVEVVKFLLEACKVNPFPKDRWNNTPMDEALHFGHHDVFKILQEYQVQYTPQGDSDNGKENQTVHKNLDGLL
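hKGA in 45 mM KH2PO4 pH 8.2, 0.02% Tween-20 with pin-transferred compounds; 1 mM L-glutamine (stock) plus glutamate oxidase/HRP/Amplex Red coupling added. Fluorescence read initially and after 30 min at RT.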
JMJD2A Tudor = qHTS Assay for Inhibitors of JMJD2A-Tudor Domain | AlphaScreen JMJD2A-Tudor / H3K4me3 peptide binding | Potency, µM (series often up to 114 µM), for the others: at the top dose activity change, negative = inhibition, most hits filed as inhibitors | 390,000 compounds, 4.4% hits; also: % is scaled to controls: 0 for no effect and ±100 for the full control effect; nearly all actives have a fitted effect of over 50% in size
Pin1 inhibitor = qHTS Assay to Find Inhibitors of Pin1; Peptidyl-prolyl cis-trans isomerase NIMA-interacting 1 (Homo sapiens), Q13526; Pin1 FP peptide displacement, HiFluor488, 10 min; Potency, µM (doses to about 115 µM), without a hit: at the top dose activity, negative = inhibition, most hits filed as inhibitors; 390,000 compounds, 0.009% hits; AID 504891, 2011; active = well fitted inhibition curve with a large enough effect in the polarisation, with a control signal flat, not every such curve was filed as active; inconclusive = small, poorly fitted or top-dose-only effect, or effect the other way, or a change in a side signal; inactive = no such curve, though single readings can be large or run the other way; the % refers to the polarisation; also: % is scaled to controls: 0 for no effect and ±100 for the full control effect
Target sequence (Q13526 whole entry, looked up): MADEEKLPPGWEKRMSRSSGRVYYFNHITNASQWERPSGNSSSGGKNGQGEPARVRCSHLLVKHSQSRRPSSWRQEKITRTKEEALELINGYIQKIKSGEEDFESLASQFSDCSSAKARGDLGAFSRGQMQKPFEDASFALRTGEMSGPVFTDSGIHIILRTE
HP1b binding inh = HTS for Inhibitors of HP1-beta Chromodomain Interactions with Methylated Histone Tails; Chromobox protein homolog 1 (Homo sapiens), P83916; AlphaScreen HP1-beta / biotin-H3K9me3 peptide binding; Potency, µM (doses to about 114 µM), for inactives: at the highest dose activity change, negative = inhibition, hits mostly inhibitors; 390,000 compounds, 0.56% hits; AID 540317, 2011; also: nearly all actives have a fitted effect of over 70% in size; inactives centre near 23
Target sequence (P83916 whole entry, looked up): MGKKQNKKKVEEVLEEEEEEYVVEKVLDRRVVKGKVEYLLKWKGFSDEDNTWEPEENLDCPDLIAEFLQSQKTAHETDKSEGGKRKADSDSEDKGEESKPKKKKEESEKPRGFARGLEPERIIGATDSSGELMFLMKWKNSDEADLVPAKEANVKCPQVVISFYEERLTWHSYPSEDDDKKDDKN
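HP1-beta protein (50 nM final) preincubated 30 min at room temperature with biotinylated H3(1-18)K9me3 peptide (50 nM) in PBS pH 7.4, 0.01% Tween-20, then compound added for 30 min. AlphaScreen streptavidin donor/nickel chelate acceptor beads (10 ug/mL final), 30 min dark, luminescence read.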
PGK inhibitor = qHTS Assay to Find Inhibitors of Phosphoglycerate Kinase; Phosphoglycerate kinase, glycosomal (Trypanosoma brucei brucei), P07378; PGK/GAPDH coupled, Kinase-Glo luminescence, 60 min; Potency, µM (highest dose often 57.5 µM), for inactives: top-dose activity change, negative = inhibition, usual class: inhibitors; 380,000 compounds, 0.043% hits; AID 602233, 2012; also: % is scaled to controls: 0 for no effect and ±100 for the full control effect; nearly all actives have a fitted effect of over 60% in size
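Recombinant glycosomal PGK reaction used 1,3-bisphosphoglycerate generated in-well by GAPDH (100nM final) in 100mM TEA pH 7.6, 5mM MgCl2, 0.01% Tween-20. After 60 minutes at room temperature, ATP was read by Kinase-Glo Plus luminescence end-point.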
RGS4 inhibitor = Inhibitors of Regulator of G Protein Signaling (RGS) 4: qHTS; Regulator of G-protein signaling 4 (Homo sapiens), P49798; Transcreener GDP fluorescence polarization, RGS4-accelerated GTP hydrolysis; Potency, µM (doses to about 114 µM), for the others: at the top dose activity change, negative = inhibition, usual class: inhibitors; 390,000 compounds, 0.039% hits; AID 504845, 2011; also: % is scaled to controls: 0 for no effect and ±100 for the full control effect; nearly all actives have a fitted effect of over 75% in size; some results filed as inactive show a strong effect at the top dose
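MLSMR compounds (23 nl, pin-transferred) preincubated 10 min at room temperature with a 500nM (2x) first reagent, then RGS4 at 900nM (2x) plus Transcreener GDP mix added; fluorescence polarization (620/688 nm) read before and after 90 min at 30 °C.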
Starred values were filed as active, the others as inactive; i = inactive; ? = inconclusive; nt = not tested or not shown; & = joins results of further samples; [ ] = remark or other dose. Unless noted, calls follow the shape of the dose curve; as a rule, active = well fitted curve in the direction sought with a large enough effect; inconclusive = small, poorly fitted or top-dose-only effect, or another doubt; inactive = no such curve, though single readings can be large; an effect the other way counts as inactive or inconclusive. Potency is read from the fitted curve at half-maximal effect.

Values run as follows: 12-LOX inh	ERG Ets-DNA blk	rTrxR1 inhibitor	GLS inhibitor	JMJD2A Tudor	Pin1 inhibitor	HP1b binding inh	PGK inhibitor	RGS4 inhibitor
O=C(NC1(C(F)(F)F)C(=O)Nc2c1c(=O)[nH]c(=O)n2-c1ccc(Cl)cc1)c1ccccc1F (centres undefined)
    -29%	1%	-5%[57.1 µM]	0%	-17%	4%	49%[activator]	-8%	-31%
CCN(CC)C(=O)COc1cccc2ccccc12
    -8%	-2%	-1%	1%	-9%	-4%	46%[activator]	i	-28%
Cc1cc(C)c2nc(C)cc(Nc3ccc(C(=O)N(C)C)cc3)c2c1
    nt	-2%	20%	-6%	-11%	-1%	30%[activator]	-19%	18%
CCOC(=O)C1CCCN(C(=O)Cn2nc(CC)n3c(cc4occc43)c2=O)C1 (centres undefined)
    -27%	1%	-3%	-11%	-13%	-3%	23%	-2%	-7%
Cc1nn2c(C)c(C(=O)N3CCN(c4ccc(Cl)cc4)CC3)cnc2c1-c1ccc(F)cc1
    ?	0%	7%[57.1 µM]	4%	-24%	7%	-15%	-3%	7%
CS(=O)(=O)N(CC(=O)Nc1ccccc1C(=O)N1CCCC1)c1cccc([N+](=O)[O-])c1
    0%	-5%	3%	-3%	-15%	11%	18%	-1%	-16%
C/C(=N\NC(=O)CCc1ccc(S(=O)(=O)N2CCOCC2)cc1)c1ccc(Br)cc1
    8%	-7%	19%[57.1 µM]	-5%	-19%	-2%	7%	i	9%
OCCC1CN(Cc2nc3c(s2)CCCC3)CCN1Cc1ccsc1 (centres undefined)
    10%	2%	18%[57.1 µM]	-10%	-7%	-1%	-17%	i	-10%
Cc1onc(-c2ccccc2)c1NC(=O)N(Cc1ccccc1)C(C)C
    8%	1%	19%	-3%	-4%	-4%	43%[activator]	-2%	-7%
COCCNC(=O)C1CC2Cn3c(nc4cc5ccccc5cc43)C2N1C (centres undefined)
    -8%	-27%	-11%	-2%	-3%	0%	48%[activator]	-3%	14%
CC1Cc2cc(/C(O)=C3/C(=O)C(=O)N(CCCN(C)C)C3c3ccncc3)ccc2O1 (centres undefined)
    ?	7%	17%[57.1 µM]	7%	8%	-8%	27%	3%	-16%
COc1cc(NS(=O)(=O)c2ccc(NC(=O)c3ccc(Cl)cc3Cl)cc2)ncn1
    -16%	5%	-5%	4%	-5%	4%	38%	-3%	7%
COc1ccc(-c2cc(=O)oc3c(C)c(OC(C)C(=O)Nc4ccc(CN5CCOCC5)cc4)ccc23)cc1 (centres undefined)
    6%	4%	10%	2%	-29%	13%	4%	9%	2%
c1ccc(-n2ncc3c2ncn2nc(-c4ccco4)nc32)cc1
    4%	nt	?	1%	-22%	14%	34%	4%	-26%
COc1ccc2cc(C(=O)CS(=O)(=O)c3ccccc3)c(=O)oc2c1
    -7%	6%	220%	6%	-5%	13%	9%[57 µM]	-3%	-9%
COc1ccc(CNC(=O)c2sc(=S)n(-c3ccccc3)c2N)cc1
    ?	?	15%[11.4 µM]	-24%	-22%	12%	?	i	?
Cn1c(=O)c2nc3ccc(NC(=O)C(F)(F)F)cc3nc2n(C)c1=O
    ?	-7%	14%	3%	3%	?	37%	i	9%
Cc1ccc(-n2nnnc2SCn2nnc3ccccc3c2=O)cc1
    0%	1%	-27%	-1%	-17%	-10%	11%	-9%	-22%
Clc1ccc(-n2ncc3c(NCc4ccc5c(c4)OCO5)ncnc32)cc1
    19%	-8%	3%	12%	-6%	3%	31%	7%	-5%
CCOC(=O)CSc1nc2c(c(=O)n1-c1ccc(OC)cc1)SCC2
    -26%	2%	1%[57.1 µM]	1%	-5%	-3%	38%	2%	0%
CCNC(=O)c1ccc2c(c1)S(=O)(=O)c1ccccc1C2=O
    1%	-1%	-7%	0%	-14%	-12%	7%	-1%	14%
CCCn1c(SCC(=O)Nc2ccc(NC(C)=O)cc2)nc2c1c(=O)n(C)c(=O)n2C
    2%	3%	20%	-27%	-12%	6%	20%	9%	24%
O=C1CC(NS(=O)(=O)c2ccc([N+](=O)[O-])cc2)CN1c1ccc(Cl)cc1 (centres undefined)
    ?	-3%	50µM*	0%	-30%	-2%	-1%	0%	-20%
Cc1noc(C)c1CSCC(=O)N1CCN(c2ccc([N+](=O)[O-])cc2)CC1
    ?	3%	-12%	-8%	-17%	2%	6%	-5%	-14%
COc1ccc(C2=CC(c3ccc(F)cc3)n3nnnc3N2)cc1 (centres undefined)
    ?	nt	8%	-9%	-20%	-2%	52%[activator]	4%	5%
COC(=O)CCC(=O)c1ccn(S(=O)(=O)c2ccccc2)c1
    -11%	-2%	10%	5%	-10%	1%	24%	4%	19%
CCn1c(CCNC(=O)c2ccc(C)cc2)n[nH]c1=S
    -10%	-4%	-19%	10%	6.3µM*	-1%	-38%	-10%	-33%
COc1ccccc1N1CCN(CC(O)COc2c(OC)cccc2OC)CC1 (centres undefined)
    -4%	-13%	-12%	43%[activator]	-18%	-9%	18%	i	-13%
Cc1cccc(-n2c(Cc3cc(=O)[nH]c(=O)[nH]3)nnc2SC(C)C)c1
    3%	3%	22%	-9%	-2%	6%	18%	-1%	-20%
COc1cc(C(=O)NCc2ccc(-c3nc4ccccc4s3)cc2)cc(OC)c1OC
    5%	5%	-13%	1%	-14%	12%	20%	-3%	6%

Continuation.
Values run as follows: 12-LOX inh	ERG Ets-DNA blk	rTrxR1 inhibitor	GLS inhibitor	JMJD2A Tudor	Pin1 inhibitor	HP1b binding inh	PGK inhibitor	RGS4 inhibitor
Cc1ccc(N2C(=O)CS/C2=C(\C(Cl)=C(Cl)Cl)[N+](=O)[O-])cc1
    ?	nt	32µM*	20%	40µM*	1%	?	nt	?
CCC(C)(C(=O)NC1CCCCC1)N(C(=O)Cc1cccs1)c1ccccc1 (centres undefined)
    4%	0%	6%	5%	1%	-17%	14%	-6%	-7%
CCc1ccc(CNC(=O)C2CCN(c3nn4cc(-c5ccc(F)cc5)nc4s3)CC2)cc1
    -16%	0%	22%	2%	2%	0%	14%	i	-4%
Cc1ccc(-c2csc3ncnc(Cl)c23)cc1
    -14%	3%	0%[57.1 µM]	-5%	13%	-2%	142%[activator]	-10%	-1%
Cc1ccc(-c2cccc(CN3CCN(C4CCN(C(C)C)CC4)C(CCO)C3)c2)o1 (centres undefined)
    -4%	0%	24%	6%	-23%	0%	7%	-3%	42%
C[C@H](CO)N1C[C@H](C)[C@@H](CN(C)C)Oc2c(NS(=O)(=O)c3ccc(F)cc3)cccc2C1=O
    -7%	-4%	5%[57.1 µM]	4%	1%	0%	41%[activator]	i	1%
COC(=O)C1=C(C)N=C2SC(C)C(=O)N2C1c1cccc(F)c1 (centres undefined)
    -13%	8%	-20%	-1%	-35%	51%[activator]	54%	-8%	-32%
Cc1ccc(NC(=O)O/N=C/c2ccc(F)cc2)cc1
    11%	15%	20%	6%	-12%	-7%	16%	-7%	-15%
Cc1cccc(C(O)C(O)c2cccc(C)n2)n1 (centres undefined)
    -12%	17%	-3%[2.29 µM]	-9%	-1%	?	20%[57 µM]	-3%	10%
CCc1cccc(NC(=O)CSC2=NS(=O)(=O)c3ccccc32)c1
    ?	8%	3.2µM*	5%	-19%	0%	22%	4%	?
CCCn1c(C(O)c2cccc(OC)c2)nc2ccccc21 (centres undefined)
    ?	15%	22%[57.1 µM]	5%	-19%	-7%	5%	-7%	15%
Cc1ccc(CNCC(O)c2ccccc2)s1 (centres undefined)
    -9%&15%	-3%	14%	-2%	-14%	-6%	30%	-1%	-20%
COc1ccc(Nc2nc(-c3ccccc3F)nc3ccccc23)cc1OC
    ?	13%&2%	-1%	9%&-10%	-31%&-34%	-3%&0%	16%&3%	i	-55%&25%
CCOC(=O)CSc1nnc(CNC(=O)c2cc(OCC)c(OCC)c(OCC)c2)n1C
    0%	3%	19%	6%	-5%	-7%	32%	-9%	-2%
O=C(c1cc2c(=O)[nH]c3ccccc3c2s1)N1CCN(c2ccc(F)cc2)CC1
    -28%	1%	22%	3%	-19%	-1%	6%	nt	7%
COc1ccc(N(Cc2cccs2)C(=O)c2ccc(OCC(C)C)cc2)cc1
    -29%	0%	24%	-22%	32%	3%	70%[activator]	3%	28%
CCN(CC)S(=O)(=O)c1ccc(C(=O)N2CCCCC2)cc1
    -1%	-1%	-11%	nt	1%	2%	38%[activator]	4%	-12%
CNC[C@H](CC1CCCCC1)NC[C@H](Cc1ccccc1)NCCC12CC3CC(CC(C3)C1)C2
    0%	12%	-21%	3%	-36%	12%	20%	-5%	-26%

Some of the compounds tested; rates above refer to the full screens.
